Screening data from PubChem BioAssay.
TbHK1 inh = T. brucei hexokinase 1 inhibition; recombinant TbHK1, G6PDH-coupled NADH A340; inhibition, % at 10 µM; 220,000 tested, 0.11% active;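 active means inhibition of 50% or more in the single-dose primary screen; inactive means inhibition below 50%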
Calpain2 inh = blocks pig calpain II enzyme activity. purified calpain II, fluorogenic peptide substrate, 30 min. inhibition, % at 16 µM. 220,000 tested, 0.37% active. AID 1236;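 active means inhibition above about 50%, limit read from the data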
Furin inhibitor = human furin inhibition; P09958; purified furin, fluorogenic substrate cleavage; inhibition, % at 30 µM; 220,000 tested, 0.061% active; AID 463115; in the data active means inhibition above about 25%; further: inactives centre near -15
Target sequence (P09958 108-714 limits assumed): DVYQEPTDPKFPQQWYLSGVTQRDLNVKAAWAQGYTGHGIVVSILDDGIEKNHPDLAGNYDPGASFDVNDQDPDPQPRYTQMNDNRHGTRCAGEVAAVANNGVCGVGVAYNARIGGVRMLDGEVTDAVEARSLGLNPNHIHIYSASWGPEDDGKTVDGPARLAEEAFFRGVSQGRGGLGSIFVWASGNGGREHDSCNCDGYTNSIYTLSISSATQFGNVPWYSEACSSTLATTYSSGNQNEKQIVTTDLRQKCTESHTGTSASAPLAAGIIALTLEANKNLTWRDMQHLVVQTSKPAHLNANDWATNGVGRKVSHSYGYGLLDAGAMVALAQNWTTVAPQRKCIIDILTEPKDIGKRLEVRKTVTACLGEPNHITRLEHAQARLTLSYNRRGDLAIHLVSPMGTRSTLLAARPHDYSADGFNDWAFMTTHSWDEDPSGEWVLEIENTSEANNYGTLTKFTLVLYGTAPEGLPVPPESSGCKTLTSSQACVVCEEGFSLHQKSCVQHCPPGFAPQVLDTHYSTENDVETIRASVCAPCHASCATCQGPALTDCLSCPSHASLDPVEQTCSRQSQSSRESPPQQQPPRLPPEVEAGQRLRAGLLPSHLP
Runt-CBFb FRET = blocks binding of human RUNX1 Runt domain to CBFb | Cerulean-Runt/Venus-CBFb FRET ratio 530/480, 1 h | inhibition, % at 20 µM | 220,000 tested, 0.46% active | AID 1496;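 active means inhibition over about 50% at 20 µM in the single-dose screen, limit read from the data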;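 further: 0% = DMSO wells and 100% = excess unlabeled CBFb competitor control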
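System: Cerulean-labeled Runt domain protein | Quantity: 100 nM of each labeled protein | Schedule: 1 h compound exposure, room temperature | Detection: Fluorescence energy transfer, 422 nm excitation, 530/480 nm emission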
EBV gp42 block = blocks Epstein-Barr virus glycoprotein 42 binding. Q1HVG2. Fluorescence polarization binding assay, mP read-out. inhibition, % (tested at 21.74 µM). 220,000 tested, 0.42% active. AID 1085; in the data active means inhibition above about 50%
RBBP9 inh = human RBBP9 hydrolase inhibition; O75884; recombinant RBBP9, FP-Rh probe fluorescence polarization; inhibition, % at 7.94 µM; 220,000 tested, 0.2% active; AID 1515;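 active means inhibition above the campaign mean of all tested compounds plus 3 SD, cut at about 14% in these data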;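 further: plate controls were DMSO wells with RBBP9 for no effect and wells lacking RBBP9 protein for full effect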
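System: RBBP9 protein / Buffer or medium: Tris/NaCl buffer pH 8.0 with 0.1% Pluronic / Probe or stimulus: Serine-hydrolase probe FP-Rh, 375 nM pre-mixing / Dosing: 7.94 µM single dose, 0.794% DMSO / Times: enzyme-compound preincubation 30 min, then probe labeling 45 min, 25 °C / Technique: fluorescence polarization (mP), excitation 525 nm, emission 598 nm / Replication: singlicate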
p97 ATPase inh = blocks human p97 ATPase activity; inhibition, % at 8 µM; P55072; 220,000 tested, 0.42% active; recombinant p97 ATPase, Kinase-Glo ATP luminescence, 3 h; AID 1481; in the data active means inhibition above about 15%;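 further: 0% = DMSO vehicle and 100% = wells lacking enzyme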
Runt-SMMHC FRET = blocks binding of human RUNX1 Runt domain to CBFb-SMMHC; Cerulean-Runt/Venus-CBFb-SMMHC FRET ratio 530/480, 1 h; inhibition, % at 20 µM; 220,000 tested, 0.74% active; AID 1434;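 active means mean inhibition across duplicate retests at 20 µM reaching about 50%, limit read from the data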;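 further: 0% = DMSO wells and 100% = wells with excess untagged CBFb-SMMHC; inhibitors lower the FRET ratio by blocking Runt binding to CBFb-SMMHC; some results filed as inactive read as strong as hits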
NCF1 inh = inhibitors of human p47phox binding | P14598 | p47phox/p22phox peptide binding, fluorescence polarization, 2 h | inhibition, % at 24.7 µM | 220,000 tested, 0.53% active;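 active means inhibition above about 30%, limit read from the data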;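 further: 0% = p47phox with labelled peptide and 100% = labelled peptide alone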
Target sequence (P14598 whole entry, looked up): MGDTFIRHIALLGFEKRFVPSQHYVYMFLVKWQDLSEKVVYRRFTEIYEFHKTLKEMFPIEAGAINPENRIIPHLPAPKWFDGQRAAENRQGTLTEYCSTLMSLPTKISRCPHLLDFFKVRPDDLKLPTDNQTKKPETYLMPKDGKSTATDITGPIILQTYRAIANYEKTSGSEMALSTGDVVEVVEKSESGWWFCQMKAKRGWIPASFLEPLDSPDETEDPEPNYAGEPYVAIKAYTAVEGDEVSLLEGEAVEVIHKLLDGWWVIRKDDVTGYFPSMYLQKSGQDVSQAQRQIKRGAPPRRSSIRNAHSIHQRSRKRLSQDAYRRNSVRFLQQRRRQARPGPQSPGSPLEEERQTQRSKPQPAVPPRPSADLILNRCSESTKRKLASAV
* marks the source's active call; other numbers are inactive results; i = inactive; / = no result given; [ ] = dose if it differs, or a comment.

Sequence of screens: TbHK1 inh	Calpain2 inh	Furin inhibitor	Runt-CBFb FRET	EBV gp42 block	RBBP9 inh	p97 ATPase inh	Runt-SMMHC FRET	NCF1 inh
> COc1ccc(C(C)C)cc1S(=O)(=O)N1CCN(c2ccccc2)CC1
 : 9	42	5	-1	1	-7	-10	-2	6
> Cc1oc(-c2ccccc2)nc1C(=O)O
 : -2	-14	-17	1	-5	-3	0	-3	-6
> CSc1ccccc1C(=O)NCC(c1ccco1)N1CCCCC1 (centres undefined)
 : -3	-10	-11	-1	-14	-4	-2	4	-8
> O=C(O)Cn1cc2c(n1)CCCC2
 : 5	10	-30[20 µM]	1	12	-4	4	-1	7
> Clc1ccc(-n2ncc3c(NCCCn4ccnc4)ncnc32)cc1
 : -5	-21	-10[20 µM]	1	-18	-4	-4	5	-12
> COc1ccc(C2/C(=C(\O)c3ccc4c(c3)OCCO4)C(=O)C(=O)N2Cc2ccco2)c(OC)c1 (centres undefined)
 : -16	-43	-16[20 µM]	7	-12	-7	6	6	-7
> CCOC(=O)N1CCN(C(=O)Nc2ccc3nc(-c4ccccn4)c(-c4ccccn4)nc3c2)CC1
 : -11	i	-15	15	-1	0	7	23	-17
> S=c1[nH]nc(Cc2ccccc2)n1-c1cccc2ccccc12
 : -4	3	-15	-2	-8	-6	4	18	-3
> CCOc1ccc(C2C(C(=O)c3ccco3)=C(O)C(=O)N2CCN(C)C)cc1 (centres undefined)
 : -10	-28	-2[20 µM]	2	-14	0	-2	-3	-8
> COCC(C)NC(=O)c1ccccc1OC(C)=O (centres undefined)
 : -4	-73	-20[20 µM]	1	-6	-2	1	-1	-10
> Cc1ccc(Cl)cc1N1CCN(C(=O)Cc2ccc(-n3c(=O)[nH]c4ccsc4c3=O)cc2)CC1
 : 37	-35	-11	-1	5	-3	9	-1	-5
> CCn1c(SCC(=O)c2ccccc2)nnc1-c1cc2cc(Br)ccc2o1
 : -1	23	-18[20 µM]	-1	-7	-7	5	-2	1
> Cc1ccc(-c2nnc(-c3ccc(NC(=O)c4cccs4)cc3)o2)cc1
 : -14	-137	-28[20 µM]	-2	-5	-5	3	-8	5
> c1ccc(Nc2ncnc3sc4c(c23)CCC4)cc1
 : 2	10	-5[20 µM]	-1	-6	-8	2	6	-18
> COc1ccc(Cn2nnnc2CN2CCc3ccccc3C2)cc1
 : 7	24	-7[20 µM]	0	1	-2	0	5	7
> COc1ccc2c(c1)c1ncn(CCN3CCNCC3)c(=O)c1n2C
 : -12	-225	-20[20 µM]	2	14	-1	2	0	-10
> Cc1noc(NS(=O)(=O)c2ccc(N/C=C\C(=O)c3ccncc3)cc2)c1C
 : -33	-12	-19[20 µM]	1	-30	-11	-1	0	-25
> O=C1c2cccc3cccc(c23)N1Cc1ccc(F)cc1
 : 2	-33	-16	-6	-9	-6	-3	-13	-10
> CCc1nnc(NS(=O)(=O)c2ccc(N=CC3=C(O)CC(C)(C)CC3=O)cc2)s1
 : -34	21	26*	0	1	-5	-1	2	-4
> CCCCNC(=O)CCC(=O)Nc1ccc2nc(N3CCOCC3)cc(C)c2c1
 : -7	-464	-7	-4	-15	4	4	3	-18
> O=C(NNc1nc(-c2ccc(F)cc2)cs1)c1ccccc1
 : 10	-17	-1	19	3	-23	-11	10	-15
> CN(CC#CC1(O)c2ccccc2-c2ccccc21)Cc1ccccc1
 : 14	-3	-12	5	-22	-1	4	-2	1
> Cc1ccc(-c2nn3c(=O)c(C)nnc3s2)cc1
 : -38	24	-13[20 µM]	-1	1	3	-3	-4	1
> Cn1cccc1Cc1nnc(SCC(=O)Nc2ccc(F)cc2)n1CCc1ccccc1
 : 4	-13	-15	0	6	-5	2	2	-11
> COC(=O)NC1CCC(NC(=O)OC)CC1 (centres undefined)
 : 0	15	4	0	6	-12	-6	1	1
> CCOc1cc(C(=O)NC)cc(Br)c1OCc1ccccc1
 : 1	2	-23	-5	-9	-1	2	-2	-8
> Cc1cc(N/N=C/c2ccc(O)cc2O)nc(-n2nc(C)cc2C)n1
 : 0	-11	-23	2	-7	5	4	8	-9
> CCC1(C(=O)O)NC(c2cc(OC)ccc2O)C2C(=O)N(Cc3ccccc3)C(=O)C21 (centres undefined)
 : 0	14	-10	4	-16	1	-2	1	-3
> CC(C)CN(C(=O)CSc1nncs1)c1c(N)n(CC(C)C)c(=O)[nH]c1=O
 : 2	2	-3[20 µM]	-2	-4	-5	-6	-3	-1
> O=C1C2C3C=CC(CC3)C2C(=O)N1c1ccccc1[N+](=O)[O-] (centres undefined)
 : 10	9	1	/	-6	-9	-7	-4	-3
> Cc1nc(CC(=O)O)c(-c2ccccc2)s1
 : -3	-9	-12[20 µM]	-1	-7	-4	-3	-1	-8
> CCc1ccc(NC(=O)c2noc3c2CCCCC3)cc1
 : 0	-10	-8	1	-11	2	1	5	-9
> Cn1c(=O)c([N+](=O)[O-])c(NCCc2ccccc2)c2ccccc21
 : 1	23	-10	1	-10	-5	1	0	-8
> OC1CCN(c2c3c(nc4cc(-c5ccc(Cl)cc5)nn24)CCC3)CC1
 : -7	-41	-27[20 µM]	1	-18	-3	-1	1	-1
> CCn1c(-c2cc(Br)cc(OC)c2O)nc2cc(S(=O)(=O)N(C)C)ccc21
 : -13	4	-16	-1	-19	-5	8	4	-1
> C/C(=N\NC(=O)c1cccc(F)c1)c1cccc(NC(=O)c2ccc(F)cc2)c1
 : 5	-39	-28	-3	-9	-2	5	-4	-5
> Cc1ccc([N+](=O)[O-])cc1S(=O)(=O)NCCc1cn2ccccc2n1
 : 1	-9	-24	1	-21	14	9	-4	4
> CCCCn1c(SCC(=O)OCC)nc2c1c(=O)[nH]c(=O)n2C
 : 1	-10	-21	10	-1	-3	-9	-3	-9
> COc1cc(/C=C(\C#N)C(=O)NCC2CCCO2)ccc1OC(C)C (centres undefined)
 : 10	-8	-12	1	-22	-7	8	-1	-12
> O=C(CCCN1C(=O)c2ccccc2C1=O)Nc1cccc(S(=O)(=O)NC2=NCCC2)c1
 : -5	-3	-31	1	-12	-6	7	0	6
> CCOC(=O)COc1ccc(S(=O)(=O)NCC2CCCO2)cc1 (centres undefined)
 : 1	8	-16[20 µM]	-3	-1	1	-2	1	-14
> CCOc1ccc(N2C(=O)CN=C2Nc2ccccc2F)cc1
 : -1	-13	-17[20 µM]	45	-10	10	2	2	-6
> CCCCNc1nc2ccccc2nc1Cl
 : -15	-59	-14	0	-8	-6	5	1	-3
> O=C(Nc1ccc(F)c(Cl)c1)Nc1cnccn1
 : 9	-21	-17	0	-7	1	8	-2	-2
> COc1ccc(C2CC(C)=NN2C=O)cc1OC (centres undefined)
 : 5	14	-16	2	-4	-7	6	5	2
> Cc1ccc2c(Cl)cc(Cl)c(OCC(=O)NC(=O)NCc3ccco3)c2n1
 : -5	-79	-1	-8	-24	-6	-5	-3	-14
> COc1ccc(C(C)=O)cc1CSCCC(=O)O
 : 1	-23	-20	2	-15	-7	-2	0	-13
> O=C(O)C1CCCCC1C(=O)NCCc1ccccc1 (centres undefined)
 : 2	10	-22[20 µM]	0	-7	-2	-4	1	-16
> Cc1sc2ncnc(OCC(=O)N3CCN(S(=O)(=O)c4ccc(Cl)cc4)CC3)c2c1C
 : -7	-32	-19[20 µM]	0	-18	-8	5	1	-77
> CCOC(=O)C1(CCc2ccccc2)CCN(Cc2c(O)cccc2OC)CC1
 : 18	-6	-26	0	1	-9	-1	2	-6
> CC(C)C(=O)NCCc1nc2ccccc2n1CCc1ccccc1
 : 1	-15	-15	0	-7	-9	-2	0	2
> Cc1nn(CC(=O)NCc2cccnc2)c(C)c1[N+](=O)[O-]
 : -3	14	-16	0	0	1	6	2	1
> Clc1ccccc1-c1nc(-c2ccncc2)no1
 : -12	14	-10	0	-13	-10	-6	-2	-12
> O=C(O)c1ccc(CSc2nnc(SCc3ccccc3)s2)cc1
 : 5	-15	-17[20 µM]	-3	-11	-8	2	1	-4
> C[C@@H](CO)NC(=O)c1ccc2c3n(nc2c1)-c1ccccc1CO3
 : -29	-122	-30	2	-12	/	/	2	4
> O=C(NCCN1C(=O)S/C(=C\c2cccnc2)C1=O)c1ccc(S(=O)(=O)N2CCCC2)cc1
 : -36	-16	-20	2	-23	13	5	-2	-15
> O=S(=O)(c1ccc(Br)cc1)N1CCOC12CCCCC2
 : 1	-2	-26	1	-8	-2	-2	-6	-7
> CCc1ccccc1NC(=O)CN1CCC(NC(=O)COC)CC1
 : -3	-5	-18	-15	-20	-8	6	2	-9
> CCOC(=O)C1=C(C)NC2=C(C(=O)c3ccccc32)C1c1ccc(O)cc1 (centres undefined)
 : -3	15	-13	-3	16	-6	7	0	-7
> CCCOC(=O)c1ccc(Oc2cn[nH]c2-c2ccc(OC)cc2O)cc1
 : 0	43	4	-4	-18	-9	-2	4	-30

Further results follow.
Sequence of screens: TbHK1 inh	Calpain2 inh	Furin inhibitor	Runt-CBFb FRET	EBV gp42 block	RBBP9 inh	p97 ATPase inh	Runt-SMMHC FRET	NCF1 inh
> O=C(c1ccco1)[C@@H]1[C@@H]2C(=O)N(c3ccc(F)cc3)C(=O)[C@@H]2[C@H]2C=Cc3ccccc3N21
 : -5	-64	-10	5	23	-11	1	-2	17
> Cc1nn(Cc2ccc(F)cc2)c(Cl)c1/C=N/NC(=O)c1ccccc1
 : -6	-14	-17	-2	-3	-9	2	-1	-4
> O=C(Nc1cccnc1)c1c(F)cccc1F
 : 3	22	-2[20 µM]	-1	-15	-2	4	-2	-7
> Cc1cc(C)nc(NS(=O)(=O)c2ccc(NC(=O)C3CC(=O)N(c4ccccc4)C3)cc2)n1 (centres undefined)
 : -3	20	-1	-2	3	-3	8	-3	-4
> Cc1c(Cl)cccc1S(=O)(=O)Nc1ccnn1C
 : -5	-8	-12	1	-2	-8	3	2	5

Some of these compounds in order of their number in Furin inhibitor, smallest number first.
Sequence of screens: TbHK1 inh	Calpain2 inh	Furin inhibitor	Runt-CBFb FRET	EBV gp42 block	RBBP9 inh	p97 ATPase inh	Runt-SMMHC FRET	NCF1 inh
> Cc1nn(Cc2ccc(F)cc2)c(Cl)c1/C=N/NC(=O)c1ccccc1
 : -6	-14	-17	-2	-3	-9	2	-1	-4
> O=C(c1ccco1)[C@@H]1[C@@H]2C(=O)N(c3ccc(F)cc3)C(=O)[C@@H]2[C@H]2C=Cc3ccccc3N21
 : -5	-64	-10	5	23	-11	1	-2	17
> Cc1cc(C)nc(NS(=O)(=O)c2ccc(NC(=O)C3CC(=O)N(c4ccccc4)C3)cc2)n1 (centres undefined)
 : -3	20	-1	-2	3	-3	8	-3	-4
